OXTR ag: activates the human oxytocin receptor. AID 2435. 0.32% of 320,000 active. CHO-OTR cells, Fluo-8 calcium fluorescence; normalized: DMSO 0%, oxytocin 100%. activation, % at 3 µM;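 active means activation above the mean of all tested compounds plus 3 SD, cutoff set per screening run, cut at about 20% in these data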;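 further: peak over basal fluorescence ratio from a 100 s FLIPR kinetic read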
MEKK3 PB1 HTS: raises or lowers MEK5 binding to the human MEKK3 PB1 domain. AID 1529. 1.4% of 290,000 active. Q99759. bead-based flow cytometry, Alexa488-MEK5 binding to MEKK3; actives lie on both sides; 0 = blocked by unlabeled MEK5, 100 = vehicle. binding response (% of control), % at 10 µM;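 active means binding response more than 3 SD above or below the average of its plate-row segment, actives on both sides; inconclusive means wells at one plate position flagged as instrument error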;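 further: Alexa488 bead fluorescence after subtracting the streptavidin-only scavenger bead signal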
Target sequence (Q99759 whole entry, looked up, the tested form may be a part): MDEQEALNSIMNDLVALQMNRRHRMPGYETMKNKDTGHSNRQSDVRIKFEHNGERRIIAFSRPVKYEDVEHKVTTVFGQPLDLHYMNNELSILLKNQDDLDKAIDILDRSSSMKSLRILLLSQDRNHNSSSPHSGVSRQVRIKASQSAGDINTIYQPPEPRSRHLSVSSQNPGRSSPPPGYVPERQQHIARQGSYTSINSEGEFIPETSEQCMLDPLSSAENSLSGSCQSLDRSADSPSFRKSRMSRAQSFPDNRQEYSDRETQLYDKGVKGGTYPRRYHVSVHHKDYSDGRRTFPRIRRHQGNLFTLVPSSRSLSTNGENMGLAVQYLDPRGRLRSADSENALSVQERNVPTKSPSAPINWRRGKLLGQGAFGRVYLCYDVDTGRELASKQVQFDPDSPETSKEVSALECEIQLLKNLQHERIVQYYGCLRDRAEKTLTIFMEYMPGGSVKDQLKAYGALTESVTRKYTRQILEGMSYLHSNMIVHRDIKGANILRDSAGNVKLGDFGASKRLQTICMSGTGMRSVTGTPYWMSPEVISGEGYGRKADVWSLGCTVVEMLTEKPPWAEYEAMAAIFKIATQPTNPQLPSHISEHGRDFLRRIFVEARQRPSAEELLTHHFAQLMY
GalR3 antagonist: antagonists of human GalR3. AID 651719. inhibition, % at 3 µM. HEK293 GalR3-CNG cAMP membrane potential fluorescence; galR3 body fused to GalR1 C-terminus. 0.44% of 360,000 active;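 active means inhibition above the screen-wide average plus 3 SD, cut at about 13% in these data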;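 further: forskolin and galanin both at EC90 stimulate the cells; cAMP rise reported by CNG channel membrane potential dye signal; 0% = forskolin plus galanin with DMSO and 100% = forskolin alone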
Target sequence (O60755 1-299 limits assumed): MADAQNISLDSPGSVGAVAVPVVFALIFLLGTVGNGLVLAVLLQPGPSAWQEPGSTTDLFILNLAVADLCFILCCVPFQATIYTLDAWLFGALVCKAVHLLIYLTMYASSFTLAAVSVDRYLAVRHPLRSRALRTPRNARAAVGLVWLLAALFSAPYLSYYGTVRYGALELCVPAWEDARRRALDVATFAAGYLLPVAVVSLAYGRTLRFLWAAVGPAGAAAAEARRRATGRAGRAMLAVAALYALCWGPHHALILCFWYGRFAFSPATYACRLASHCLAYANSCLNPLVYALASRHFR
GPR7 antag: blocks human GPR7 receptor signaling | GPR7-expressing cells, fluorescence antagonist assay | AID 1861 | inhibition, % at 4.4 µM | P48145 | 1.1% of 290,000 active; in the data active means inhibition above about 16%, passing the limit was not always enough;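 further: cells stimulated with the agonist NPW; 0% = agonist with vehicle and 100% = vehicle without agonist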
MEKK2wt PB1 HTS: raises or lowers MEK5 binding to wildtype human MEKK2 PB1 domain; bead flow cytometry, Alexa488-MEK5 binding to MEKK2 WT; actives lie on both sides; binding response (% of control), % at 10 µM; 1.1% of 290,000 active; in the data active means binding response below about 67% or above about 130%; inconclusive means no clear call, values can overlap the other calls; inactive means in between
MEKK2mut PB1 HTS: signal of MEK5 binding to mutant human MEKK2 PB1 domain; bead flow cytometry, Alexa488-MEK5 binding to MEKK2 mutant; percent response, % at 10 µM; 0.35% of 290,000 active; AID 1530; in the data active means percent response above about 24%, passing the limit was not always enough; further: inactives centre near 1; some results filed as inactive read as strong as hits; reference of the scale not given here
PHOSPHO1 inh: blocks human PHOSPHO1 phosphatase activity; AID 1565; inhibition, % at 13.3 µM; Q8TCT1; 1.1% of 290,000 active; recombinant PHOSPHO1, absorbance phosphatase assay; in the data active means inhibition above about 60%
NALP1 inh: inhibitors of NALP1 inflammasome in yeast; S. cerevisiae NALP1/ASC/caspase-1 growth, X-gal OD620, 72 h; inhibition, % at 10 µM; 0.61% of 280,000 active; in the data active means inhibition mostly above about 24%, no sharp cut-off; inactive means mostly below about 32%; further: some compounds called inactive have numbers as strong as hits
V1aR counter: V1a receptor agonism, counter-screen for OXTR agonists; P37288; CHO-V1R cells, Fluo-8 calcium fluorescence, agonist mode; 0% DMSO, 100% 3 nM vasopressin; activation, % at 3 µM; 0.25% of 320,000 active; AID 2797;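 active means activation above the mean activation of all tested compounds plus 3 SD, per screening run, cut at about 20% in these data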;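 further: signal is peak over basal fluorescence ratio across a 100 second FLIPR read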
Active calls of the source: *; u = inconclusive; x = not tested or not shown.

SMILES | OXTR ag | MEKK3 PB1 HTS | GalR3 antagonist | GPR7 antag | MEKK2wt PB1 HTS | MEKK2mut PB1 HTS | PHOSPHO1 inh | NALP1 inh | V1aR counter
O=c1c2sc(-c3ccccc3)cc2nc2n1CCCCC2 | -0.2 | 99 | -4 | 16 | 97 | -3 | -10 | 31 | 1.6
O=C(Nc1ccc(S(=O)(=O)N2CCOCC2)cc1)c1ccc2c(c1)S(=O)(=O)c1ccccc1C2=O | -0.5 | 102 | 1 | 6 | 100 | 1 | 42 | -6 | -0.3
COc1cccc(NC(=O)CSc2ccc3nnc(-c4cccnc4)n3n2)c1 | 0.7 | 97 | -3 | -7 | 99 | -3 | 38 | 18 | 0.1
COc1cccc(-c2nc(CS(=O)(=O)CC(=O)NC3CCCCC3C)c(C)o2)c1 (configuration not stated) | 1.0 | 100 | -2 | -9 | 100 | 2 | 12 | 14 | 1.4
COCCNC(=O)CSc1nc(-c2ccccc2)c(-c2ccccc2)o1 | -1.3 | 98 | 4 | 4 | 99 | -2 | -18 | 23 | -0.9
O=C(COc1ccc(F)cc1)Nc1nnc(S(=O)(=O)N2CCCC2)s1 | 1.2 | 93 | -1 | 0 | 91 | -5 | -11 | 20 | 2.5
COC(=O)COc1ccc2c(c1C)O/C(=C\c1ccco1)C2=O | -1.2 | 103 | -11 | -22 | 103 | 3 | x | -9 | 0.3
CC(C)COc1ccc(C(=O)OCCN2CCCCC2)cc1 | 1.9 | 109 | -8 | -10 | 114 | 6 | 16 | 18 | -0.3
COc1ccc(C(=O)O)cc1S(=O)(=O)N(C)C | -0.1 | 101 | 0 | -12 | 92 | -10 | -1 | -5 | 0.1
CCC(=O)c1ccccc1OCCSc1nc(C)cc(=O)[nH]1 | 0.3 | 101 | -4 | 3 | 98 | 3 | -4 | 17 | 1.1

Continued; the last 5 above are carried over.
SMILES | OXTR ag | MEKK3 PB1 HTS | GalR3 antagonist | GPR7 antag | MEKK2wt PB1 HTS | MEKK2mut PB1 HTS | PHOSPHO1 inh | NALP1 inh | V1aR counter
O=C(COc1ccc(F)cc1)Nc1nnc(S(=O)(=O)N2CCCC2)s1 | 1.2 | 93 | -1 | 0 | 91 | -5 | -11 | 20 | 2.5
COC(=O)COc1ccc2c(c1C)O/C(=C\c1ccco1)C2=O | -1.2 | 103 | -11 | -22 | 103 | 3 | x | -9 | 0.3
CC(C)COc1ccc(C(=O)OCCN2CCCCC2)cc1 | 1.9 | 109 | -8 | -10 | 114 | 6 | 16 | 18 | -0.3
COc1ccc(C(=O)O)cc1S(=O)(=O)N(C)C | -0.1 | 101 | 0 | -12 | 92 | -10 | -1 | -5 | 0.1
CCC(=O)c1ccccc1OCCSc1nc(C)cc(=O)[nH]1 | 0.3 | 101 | -4 | 3 | 98 | 3 | -4 | 17 | 1.1
Cc1nn(-c2ccc(F)cc2)c(Cl)c1/C=C1\C(=O)Nc2ccccc21 | -2.0 | 112 | -2 | -4 | 101 | -1 | -7 | 30 | -0.6
Cc1nn(C(=O)/C(C#N)=C/N(C)C)c(C)c1C | 1.4 | 100 | -6 | -14 | 97 | -3 | -9 | 8 | 0.6
O=C(CCC(=O)Nc1ccccc1Cl)N/N=C/c1ccccc1 | 0.6 | 92 | -5 | -6 | 95 | -2 | 9 | 14 | 0.2
O=C(CNC(=O)c1ccc(Cl)c([N+](=O)[O-])c1)NCC1CCCO1 (configuration not stated) | 0.5 | 104 | -3 | 0 | 103 | 7 | 32 | 2 | 0.5
Cc1ccc(OCCCCN(C)Cc2ccccc2)c(Br)c1 | 0.9 | 94 | -7 | 3 | 109 | 1 | 3 | 51* | 1.3
COc1ccnc(-n2cccc2/C=N/O)c1C#N | -0.2 | 101 | -5 | -15 | 99 | -1 | 41 | -4 | 0.1
Cc1sc(N/N=C/c2cccnc2)nc1-c1ccccc1 | 2.4 | 104 | 0 | -9 | 98 | 4 | 44 | 12 | 2.1
O=C(CSc1ccc2nnc(-c3ccccn3)n2n1)Nc1nccs1 | 0.7 | 115 | 7 | -15 | 107 | 18 | -10 | -15 | 0.6
O=C(N1CCOCC1)n1cnc2ccccc21 | 0.0 | 96 | -7 | -7 | 98 | 4 | 9 | -13 | 0.9
Cc1ccc(S(=O)(=O)N2CCOC2CNC(=O)C(=O)NCc2ccc3c(c2)OCO3)cc1 (configuration not stated) | 0.3 | 102 | 1 | 19 | 106 | 7 | 0 | 11 | 3.6
COc1ccccc1NC(NC(=O)c1ccccn1)C(Cl)(Cl)Cl (configuration not stated) | -0.9 | 96 | -7 | 8 | 96 | -2 | 6 | 23 | 0.5
O=C(NC(Nc1ncccn1)C(=O)c1ccccc1)c1ccccc1 (configuration not stated) | -0.2 | u | 4 | -2 | u | -39 | -2 | 3 | 0.2
COc1ccc2c(C)nc(Nc3nc(C)cc(C)n3)nc2c1 | -0.3 | 101 | -5 | 1 | 131 | 6 | -34 | 21 | 1.1
COc1ccc(Cl)cc1NC(=O)c1cnc2sccn2c1=O | 1.3 | 117 | -1 | -9 | 116 | 11 | -6 | 30 | -0.3
Cc1ccccc1NC(=O)c1ccc(S(=O)(=O)N(C)C)cc1 | 0.9 | 106 | -2 | -5 | 106 | 11 | -10 | -6 | -0.2
Cc1ccc(NC(=O)CN(C)CC(=O)Nc2ccc(N3CCOCC3)cc2)cc1F | 2.3 | 99 | -4 | -2 | 105 | -1 | 51 | -15 | 1.1
N#Cc1ccsc1NC(=O)c1cccc([N+](=O)[O-])c1 | 11 | 102 | -3 | -8 | 94 | -2 | -5 | -13 | 5.8
COc1ccc(-c2cc(C(F)(F)F)nc(SCCC(=O)N3CCCC3)n2)cc1 | -1.1 | 110 | 3 | -1 | 104 | 5 | -10 | -43 | 0.3
Cc1cnc(N2C(=O)c3ccc([N+](=O)[O-])cc3C2=O)s1 | 0.1 | 104 | 6 | -7 | 97 | 1 | 20 | 4 | 0.4
COc1ccccc1N1CCN(C(=O)c2cc3cc(Cl)ccc3[nH]2)CC1 | 2.5 | 104 | 2 | 5 | 102 | 3 | 39 | 11 | 1.2
COc1cccc(CN(C(=O)Cc2c[nH]c3ccccc23)C(C(=O)NC2CCCCC2)c2ccc(C)o2)c1 (configuration not stated) | -2.1 | 99 | -6 | 4 | 129 | 11 | 1 | 21 | -0.5
COc1ccc(C2=NS(=O)(=O)N(C)C(C(=O)NCc3cccs3)=C2)cc1OC | 2.9 | 101 | x | 0 | 101 | 1 | 12 | 5 | 2.6
COc1ccc(OCC(=O)Nc2cccc(C(=O)Nc3ccccc3C(=O)O)c2)cc1 | -2.3 | 94 | 6 | 4 | 92 | 0 | 0 | 9 | -1.1
CCc1ccc(N2CCN(CCNC(=O)Nc3ccccc3)CC2)cc1 | 1.0 | 109 | -8 | -9 | 119 | 4 | x | -29 | 1.6
Cn1c(CNC(=O)CCNC(=O)c2ccccc2F)cc(=O)n(C)c1=O | 0.6 | 102 | 1 | -12 | 104 | 0 | 26 | 16 | 0.6
CC(C)Cn1c(CN2CCCCC2C)nc2c1c(=O)n(C)c(=O)n2C (configuration not stated) | -1.4 | 103 | x | -7 | 102 | 12 | -6 | 30 | 0.5
CCCNC(=O)COC(=O)c1ccc(S(=O)(=O)N2CCCCCC2)cc1 | 0.1 | 91 | -1 | 6 | 99 | -4 | -14 | 18 | 1.4
COc1ccc(NC(=O)c2cc(C)nc3ccccc23)cc1S(=O)(=O)Nc1ccccc1Cl | 1.4 | 101 | -10 | 13 | 100 | 0 | -7 | 38 | 2.4
CCc1c(C)nc(SCC(=O)N2CCc3ccccc32)[nH]c1=O | x | 80 | -8 | -5 | 83 | -13 | -30 | 13 | x
COc1ccc(NC(=O)c2cnc(SC)nc2C)c(OC)c1 | 0.1 | 100 | -7 | -1 | 102 | 1 | 1 | 26 | -0.5

3 entries out of the list above, ordered by the number in GPR7 antag, rising.
SMILES | MEKK3 PB1 HTS | GalR3 antagonist | GPR7 antag | MEKK2wt PB1 HTS | MEKK2mut PB1 HTS | PHOSPHO1 inh | NALP1 inh
CCc1c(C)nc(SCC(=O)N2CCc3ccccc32)[nH]c1=O | 80 | -8 | -5 | 83 | -13 | -30 | 13
COc1ccc(NC(=O)c2cnc(SC)nc2C)c(OC)c1 | 100 | -7 | -1 | 102 | 1 | 1 | 26
Cc1ccc(S(=O)(=O)N2CCOC2CNC(=O)C(=O)NCc2ccc3c(c2)OCO3)cc1 (configuration not stated) | 102 | 1 | 19 | 106 | 7 | 0 | 11

The results go on:
SMILES | OXTR ag | MEKK3 PB1 HTS | GalR3 antagonist | GPR7 antag | MEKK2wt PB1 HTS | MEKK2mut PB1 HTS | PHOSPHO1 inh | NALP1 inh | V1aR counter
COc1ccc(NC(=O)c2cnc(NS(=O)(=O)c3ccccc3)nc2)cc1 | 1.1 | 99 | -5 | -10 | 95 | 3 | 27 | 4 | 0.6
CC(C)Oc1ccc(/C=N/NC(=O)c2ccc(N(Cc3ccccc3)S(C)(=O)=O)cc2)cc1 | 0.3 | 94 | 1 | 3 | 99 | -2 | -2 | 14 | 2.9
Cc1ccc(N=Cc2c(O)c3ccccc3oc2=O)cc1F | -0.1 | 105 | -9 | -8 | 102 | 9 | x | -9 | -0.2
Cc1ccc(C(=O)CCC(=O)Nc2ccccc2C)cc1C | x | 103 | -9 | -6 | 108 | 1 | 25 | 10 | x
Nc1nonc1NC(=O)NN=C1CCCCC1 | -0.1 | 97 | -1 | -8 | 100 | -2 | -14 | 22 | -0.2
CC(C)(C)OC(=O)N/N=C\c1ccc(OC(=O)c2ccco2)cc1 | -1.6 | x | 3 | 9 | x | x | 24 | 9 | -0.4
COC(=O)c1[nH]c2ccc(Cl)cc2c1NC(=O)c1ccccc1[N+](=O)[O-] | 4.1 | 100 | -7 | 5 | 97 | 4 | -16 | 19 | 0.5
Cc1ccc(NC(=O)c2ccc(=O)n(CC(=O)Nc3ccccc3)n2)cc1 | 0.6 | 100 | -5 | -4 | 98 | 1 | -9 | 34 | 1.1
CN(C)CCCNc1c2ccccc2nc2ccccc12 | 8.9 | 104 | -5 | 5 | 114 | 2 | x | 16 | 7.9
C/C(=N\NC(=O)COc1ccccc1[N+](=O)[O-])c1cccs1 | 5.4 | 67 | 0 | 12 | 70 | -13 | 37 | 21 | 4.3
Cc1ccccc1CN1C(=O)c2ccccc2Sc2ccc(C(=O)NCCCN3CCOCC3)cc21 | 5.6 | 102 | -10 | 24* | 110 | 2 | 54 | 6 | 13
CC(=O)N(C)C1(c2nnnn2CCOC(=O)Nc2cccc3ccccc23)CCCC1 | -0.3 | 111 | -2 | -4 | 112 | 12 | 11 | -25 | 0.5
COc1ccsc1C(=O)Nc1ccc(F)cc1F | -1.7 | 93 | -3 | -6 | 91 | -7 | 8 | -12 | -0.7
Cc1cccc(NC(=O)CCc2c(C)nn(-c3ccc(N4CCCCC4)nn3)c2C)c1 | 0.1 | 102 | 8 | -2 | 100 | 3 | 28 | -6 | 2.4
O=C1COc2ccc(-c3n[nH]c(=O)c4ccccc34)cc2N1 | 0.6 | 97 | -3 | 11 | 94 | -4 | 19 | 13 | 2.3
COC(=O)c1sccc1NC(=S)N1CCN(C)CC1 | 0.2 | 101 | -2 | 13 | 95 | -8 | -23 | -3 | -0.8
COc1ccccc1NC(=O)Cn1c2ccccc2c2nc3n(c(=O)c21)CCS3 | 0.0 | 91 | 2 | -9 | 86 | -11 | -7 | 16 | -0.4
S=c1nc2ccccc2c2nc(-c3cccnc3)[nH]n12 | 0.0 | 106 | -6 | -14 | 100 | 3 | -15 | x | 0.5

Compound activity from PubChem.
